Screening results (PubChem)
FAK blocker – FAK kinase inhibitors, primary screen, biochemical; inhibition, %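 (tested at 7 µM)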; 97,000 compounds, 0.84% hits; Focal adhesion kinase 1 (Homo sapiens), Q05397; biochemical FAK kinase activity assay; AID 727, 2007; in the data active = inhibition above about 19%;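 also: 0% = DMSO and 100% = reference compound high control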
ERb coact inh – inhibitors of ERβ-SRC1 coactivator interaction, primary screen, biochemical, TR-FRET, ERβ LBD, SRC-1 peptide; TR-FRET ER-beta LBD / SRC1-Cy5 peptide binding; receptor agonist-loaded with 1 µM estradiol; inhibition, % at 25.6 µM; 86,000 compounds, 1.3% hits; AID 633, 2007;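 active = compounds whose percent inhibition of the receptor-coactivator binding signal exceeds about 50% in the single-dose screen, limit read from the data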;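 also: 0% = receptor plus peptide wells without compound and 100% = peptide-only wells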
ERa SRC1 inh – ERα–SRC-1 coactivator interaction inhibitors, primary screen, biochemical, TR-FRET, ERα LBD, estradiol-bound | Estrogen receptor (Homo sapiens), P03372 | TR-FRET ER-alpha LBD / SRC-1 peptide | inhibition, % at 25.6 µM | 86,000 compounds, 1.7% hits | AID 629, 2007; in the data active = inhibition above about 50%;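 also: 0% = receptor plus peptide control and 100% = peptide only without receptor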
ERa SRC1 pot – enhancers of ERα–SRC-1 coactivator binding, primary screen, biochemical, TR-FRET, ERα LBD, low estradiol; AID 639, 2007; coactivator binding (% of control), % at 25.6 µM; TR-FRET ERalpha-LBD/SRC-Cy5 coactivator binding, 2 h; 100 = basal binding, no effect; 86,000 compounds, 1.3% hits; in the data active = activity above about 200%;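 also: binding measured in presence of low estradiol as agonist stimulus; 0% = peptide alone without receptor and 100% = receptor with peptide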
PLK1 PBD inh – Plk1 polo box domain binding inhibitors, primary screen, biochemical, fluorescence polarization | 97,000 compounds, 0.13% hits | inhibition, %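 (tested at about 20 µM)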 | Serine/threonine-protein kinase PLK1 (Homo sapiens), P53350 | Plk1 PBD phosphopeptide binding; in the data active = inhibition above about 34%, passing the limit was not always enough
Target sequence (P53350 whole entry, looked up, the tested form may be a part): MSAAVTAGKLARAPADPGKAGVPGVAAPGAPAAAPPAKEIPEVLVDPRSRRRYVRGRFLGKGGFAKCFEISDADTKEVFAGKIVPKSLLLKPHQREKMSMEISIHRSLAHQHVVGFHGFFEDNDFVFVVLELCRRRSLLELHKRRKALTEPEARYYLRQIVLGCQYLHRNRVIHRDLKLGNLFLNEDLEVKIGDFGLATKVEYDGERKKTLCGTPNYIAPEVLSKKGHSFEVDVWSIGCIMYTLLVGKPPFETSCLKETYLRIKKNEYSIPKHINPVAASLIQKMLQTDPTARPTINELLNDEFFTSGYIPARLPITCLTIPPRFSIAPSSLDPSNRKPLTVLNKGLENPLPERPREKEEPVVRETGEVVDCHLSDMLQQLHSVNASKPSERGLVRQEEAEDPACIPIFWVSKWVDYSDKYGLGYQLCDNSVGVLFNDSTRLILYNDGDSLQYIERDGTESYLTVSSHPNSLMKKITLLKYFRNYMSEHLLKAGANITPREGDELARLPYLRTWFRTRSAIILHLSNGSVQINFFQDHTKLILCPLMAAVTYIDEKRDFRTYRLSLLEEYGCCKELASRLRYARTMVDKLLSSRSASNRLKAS
CD11b adhes enh – enhancers of CD11b/CD18 adhesion to fibrinogen, primary screen, K562 cells, luminescence. AID 1499, 2009. ATPlite luminescence. 93,000 compounds, 0.07% hits. activation, % at 10 µM. Integrin beta-2 (Homo sapiens) + Integrin alpha-M (Homo sapiens), P05107+P11215;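 active = 10 µM primary screen giving 50% or more activity, confirmed by 40% or more on retest at that dose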; also: strong numbers were not always called active
Mac1 fbg inh – inhibitors of CD11b/CD18 adhesion to fibrinogen, primary screen, K562 cells, luminescence | ATPlite luminescence; Mn2+ added to activate the integrin | inhibition, % at 10 µM | 93,000 compounds, 0.54% hits | AID 1497, 2009;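 active = primary inhibition of 50% or more at 10 µM, then 40% or more on retest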; also: some results filed as inactive read as strong as hits
HIV Rev-RRE inh – HIV-1 Rev-RRE binding inhibitors, primary screen, biochemical, FRET, protein-RNA interaction | Rev peptide-RRE RNA binding | inhibition, % at 8 µM | 97,000 compounds, 0.79% hits | AID 704, 2007;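 active = inhibition above the screen-wide mean plus 3 SD, cut at about 35% in these data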;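 also: 0% = median DMSO wells and 100% = median Neomycin B control wells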
Target sequence (P05866 whole entry, looked up): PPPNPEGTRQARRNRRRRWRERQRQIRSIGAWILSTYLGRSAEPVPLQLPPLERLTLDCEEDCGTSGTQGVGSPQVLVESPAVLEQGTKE
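Test system: labelled RRE RNA duplex and labelled Rev peptide. Times: 5 min compound–RNA preincubation, then 15 min with peptide, 25 °C. Doses: single-dose 8 µM. Measured by: FRET, excitation 480 nm, emission 540 nm donor and 671 nm acceptor. Measure: % inhibition of FRET ratio versus controls.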
PLK1 inh – human PLK1 kinase inhibitors, primary screen, biochemical, TR-FRET; recombinant PLK1 kinase, TR-FRET peptide phosphorylation; inhibition, % at 10 µM; 97,000 compounds, 0.53% hits;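 active = inhibition of 50% or more in the single-concentration screen; inactive = inhibition below 50%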;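 also: 0% = DMSO max control and 100% = H-89 dihydrochloride min control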
Starred values were filed as active, the others as inactive; · = no result given; [ ] = remark or other dose.

SMILES	FAK blocker	ERb coact inh	ERa SRC1 inh	ERa SRC1 pot	PLK1 PBD inh	CD11b adhes enh	Mac1 fbg inh	HIV Rev-RRE inh	PLK1 inh
O=C(Nc1sc2c(c1C(=O)NCC1CCCO1)CCCC2)c1cccs1 (stereo not drawn)	0	7[fluorescence artefact?]	9[fluorescence artefact?]	110	-11	2	3	5	-7
COn1c(SCC(=O)N(C)C)nc2ccccc2c1=O	1	0	11[fluorescence artefact?]	85	22	-2	-4	9	-5
Cc1cnc(Sc2ncccc2[N+](=O)[O-])nc1	-2	-18	-10	104	2	·	·	-1	-13
Nc1c(C(=O)c2ccccc2)sc2snc(SCC(=O)c3ccccc3)c12	9	·	·	·	-47	·	·	78*	21
COC(=O)C1=C(N)Oc2cc(C)n(C)c(=O)c2C1c1ccc(Cl)cc1 (stereo not drawn)	·	-5	-4	117	·	2	1	·	·
COc1cccc(-c2csc(N3CCN(CC(=O)Nc4ccc5c(c4)OCO5)CC3)n2)c1	2	9	-2	142	-2	0	20	6	-5
CCc1c(C)[nH]c2c(C)cccc2c1=O	1	-6	1	93	-11	-3	-25	10	-10
COc1ccc(NCc2nnc(SCC(=O)Nc3ccccc3OC)o2)cc1	0	2	-9	108	-23	7	6	1	-7
CC(=O)Nc1ccc2[nH]c(C)cc(=O)c2c1	81*	44	77*	33[fluorescence artefact?]	-8	8	-65	7	-7
COc1cccc(C(C#N)N2CCCCC2)c1O (stereo not drawn)	0	14	7	99	-6	-1	-10	11	3
CCOC(=O)N1CCN(C(=O)c2cn(C)c3ccc(S(=O)(=O)N4CCCC4)cc3c2=O)CC1	·	0	-1	110	·	0	-5	·	·
O=C(COc1ccc(Cl)cc1)Nc1ccc(C(=O)NCc2cccnc2)cc1	3	·	·	·	-16	·	·	9	-3
NC(=O)SCC(=O)Nc1cccc(Cl)c1	1	-2	1	78[fluorescence artefact?]	-6	6	-22	3	-7
COc1cccc(-c2nc(N3CCN(Cc4ccccc4)CC3)c3ccccc3n2)c1O	·	-2[fluorescence artefact?]	2	91[fluorescence artefact?]	·	·	·	·	2
C=CCNCc1cccn1-c1ccccc1	3	-7	-6	126[fluorescence artefact?]	-7	-4	-9	1	1
CC(C)(C)N(C(=O)Cn1nnc(-c2ccc(F)cc2)n1)C(C(=O)NC1CCCC1)c1ccncc1 (stereo not drawn)	1	4	0	65[fluorescence artefact?]	0	·	·	0	-8
COc1ccc(/C=C\c2onc(C)c2S(=O)(=O)N2CCC(C(=O)NCCC(C)C)CC2)cc1	-2	-22	-1	107	-4	2	-13	7	-10
CCOC(=O)c1c(C2CCN(C(=O)OCC)CC2)nc2ccccn12	0	-2[fluorescence artefact?]	1	107	-8	4	-4	2	-9
CC(NC(=O)COc1cc(=O)n(C)c2ccccc12)c1ccc2c(c1)OCCO2 (stereo not drawn)	-2	-35	-31	108	19	0	-5	4	-10
CSCCC(/C(O)=C(\C#N)c1nc2ccccc2[nH]1)N1C(=O)c2ccccc2C1=O (stereo not drawn)	0	2[fluorescence artefact?]	-13[fluorescence artefact?]	98[fluorescence artefact?]	2	0	-1	2	-10
c1ccc2cc(OCCN3CCCC3)ccc2c1	1	7	-19	98	2	·	·	4	3
COC(=O)N1CN(C(=O)OC)CN(C(=O)OC)C1	3	-7[fluorescence artefact?]	-3	115	-34	-2	-4	12	-4
Cc1ccccc1NC1=CC(=O)CC(C)(C)C1	2	-18	-11	105	-9	·	·	5	-11
CCCCOC(=O)CCc1c(C)[nH]c(=S)[nH]c1=O	-1	-4	-5	97	16	·	·	2	3

Reprinted at random: three records from the list.
SMILES	FAK blocker	ERb coact inh	ERa SRC1 inh	ERa SRC1 pot	PLK1 PBD inh	CD11b adhes enh	Mac1 fbg inh	HIV Rev-RRE inh	PLK1 inh
C=CCNCc1cccn1-c1ccccc1	3	-7	-6	126[fluorescence artefact?]	-7	-4	-9	1	1
c1ccc2cc(OCCN3CCCC3)ccc2c1	1	7	-19	98	2	·	·	4	3
CCOC(=O)c1c(C2CCN(C(=O)OCC)CC2)nc2ccccn12	0	-2[fluorescence artefact?]	1	107	-8	4	-4	2	-9

Next part
SMILES	FAK blocker	ERb coact inh	ERa SRC1 inh	ERa SRC1 pot	PLK1 PBD inh	CD11b adhes enh	Mac1 fbg inh	HIV Rev-RRE inh	PLK1 inh
Cc1c(NC(=O)C(C)N2C(=O)C3C4C=CC(C4)C3C2=O)c(=O)n(-c2ccccc2)n1C (stereo not drawn)	1	-8[fluorescence artefact?]	-3	140[fluorescence artefact?]	-20	1	-7	8	71*
Cc1cccc(OCCn2c(CCCO)nc3ccccc32)c1	1	·	·	·	-28	-6	-23	4	-10
CC1(C)CC(=O)C=C(NCCc2ccc(S(N)(=O)=O)cc2)C1	·	6	3	108	·	-2	-5	·	·
Cc1cc(NC(=O)CC(C)(C)C)nc2c1c(=O)oc1ccccc12	-2	8	9[fluorescence artefact?]	179[fluorescence artefact?]	6	·	·	12	-11
Cn1c(=O)[nH]c(=O)c2c1nc(N1CCN(c3cccc(Cl)c3)CC1)n2CCCc1ccccc1	4	9	18	121	-3	7	-2	11	-12
O=C(Cn1nnc(-c2ccc(S(=O)(=O)N3CCCC3)cc2)n1)Nc1ccccc1-n1cccc1	6	-3	-1[fluorescence artefact?]	108	3	-2	6	9	-5
Cc1ccc(C2=NN3C(C2)c2ccccc2OC32C(=O)Nc3ccccc32)cc1 (stereo not drawn)	2	9	6	73	15	3	0	17	-9
CCNC(=O)CC1C(=O)N(c2ccc(F)cc2)C(=O)N1Cc1ccc(OC)cc1 (stereo not drawn)	5	-3	55*[fluorescence artefact?]	138	-40	0	-6	6	-15
COc1cc(C)c(C)cc1S(=O)(=O)N1CCN(Cc2ccc3c(c2)OCO3)CC1	1	-6	-6	108	-15	4	11	9	-3
COc1cc(C2NC(=O)NC(C)=C2C(=O)OC2CCCC(C)C2)ccc1O (stereo not drawn)	0	7[fluorescence artefact?]	6[fluorescence artefact?]	101	-11	4	0	0	-14
CC1(C)CC(=O)C=C(Nc2ccccc2F)C1	-1	2	-5	112	-15	-2	-4	0	-7
COC(=O)c1cc(NS(=O)(=O)c2ccc(N3CCCCCC3)c([N+](=O)[O-])c2)cc(C(=O)OC)c1	-1	·	·	·	-23	-8	12	-2	11

Shown with bars between the fields: entries from further up
Compound | FAK blocker | ERb coact inh | ERa SRC1 inh | ERa SRC1 pot | PLK1 PBD inh | CD11b adhes enh | Mac1 fbg inh | HIV Rev-RRE inh | PLK1 inh
Cc1ccc(C2=NN3C(C2)c2ccccc2OC32C(=O)Nc3ccccc32)cc1 (stereo not drawn) | 2 | 9 | 6 | 73 | 15 | 3 | 0 | 17 | -9
COc1cc(C)c(C)cc1S(=O)(=O)N1CCN(Cc2ccc3c(c2)OCO3)CC1 | 1 | -6 | -6 | 108 | -15 | 4 | 11 | 9 | -3
O=C(Cn1nnc(-c2ccc(S(=O)(=O)N3CCCC3)cc2)n1)Nc1ccccc1-n1cccc1 | 6 | -3 | -1[fluorescence artefact?] | 108 | 3 | -2 | 6 | 9 | -5

Next compounds:
SMILES	FAK blocker	ERb coact inh	ERa SRC1 inh	ERa SRC1 pot	PLK1 PBD inh	CD11b adhes enh	Mac1 fbg inh	HIV Rev-RRE inh	PLK1 inh
CC1(C)CC(=O)C2=C(C1)N(Cc1ccco1)C(=O)C2(NC(=O)C1CCCCC1)C(F)(F)F (stereo not drawn)	1	-1	9	109	14	3	-24	2	-17
COC(=O)c1ccccc1S(=O)(=O)N1Cc2cc([N+](=O)[O-])ccc2Oc2ccccc21	2	4	-5	109	-2	-1	8	14	-10
CC1CCN(S(=O)(=O)c2ccc(-c3nnc(SCc4cccnc4)o3)cc2)CC1	-2	31	9	187	5	0	-8	3	-3
Cc1ccc(-c2nnn(CC(=O)N(Cc3cccs3)C(C(=O)NC3CCCC3)c3ccco3)n2)o1 (stereo not drawn)	3	-1	-4	118	29	1	-6	-1	-5
O=C(Nc1cccc(Cl)c1)OCc1cn(-c2ccc(Cl)cc2)nn1	-4	·	·	·	9	10	16	1	-6
Cc1cc(C)cc(-n2c(O)c(C=NC3CCS(=O)(=O)C3)c3ccccc3c2=O)c1 (stereo not drawn)	-2	-10	-2	107	12	·	·	1	-12
CC(C)(C)c1ccc(C(=O)Oc2ccc3c(c2)OCC3=O)cc1	1	-3	9	101	-8	-4	-3	6	-14
CC1=C(C(=O)N2CCOCC2)C(c2ccsc2)C2=C(CCCC2=O)N1 (stereo not drawn)	0	-11	-38	94	-13	-2	-20	0	-8
CC12CCC(C(=O)N(CSC(=S)N/N=C\c3ccccc3O)C1=O)C2(C)C (stereo not drawn)	-4	-2	-52[fluorescence artefact?]	80	-24	·	·	20	-16
CCCS(=O)(=O)N1CCC(C(=O)N2CCCC2)CC1	1	-11	-12	116	-2	-1	-11	5	-13
CCOC(=O)CSc1nc(C)c(C(C)=O)cc1C#N	2	-31	-14	117[fluorescence artefact?]	-34	1	-13	7	-8
CC1CN(c2nc3ccccn3c(=O)c2/C=C(\C#N)S(=O)(=O)c2ccccc2)CC(C)O1 (stereo not drawn)	3	0	-2	108	9	8	-28	18	-8
COc1ccc2c(c1)c1ncn(CCc3ccccc3)c(=O)c1n2C	3	-12	-3	90	-20	-1	0	15	-1
O=C(N1CCOCC1)C12CCC3CC(CC(C3)C1)C2	2	-6	-2	108	-7	-3	-8	3	-9
COc1ccccc1N1CCN(C(=O)c2ccc(S(=O)(=O)N3CCCC3)cc2)CC1	-2	0	-1	94	3	3	-1	5	-11
Cc1ccc(C(=O)NCc2ccc(Cl)cc2)o1	0	-5	-4	121	11	10	6	4	-6
CCCCC(CCC(=O)Nc1nccs1)C(=O)O (stereo not drawn)	-3	-6[fluorescence artefact?]	-3	106	-2	-2	-19	2	-21
